Compound activity as filed in PubChem.
GalR3 antagonist: blocks the human galanin receptor 3 | inhibition, % at 3 µM | HEK293 GalR3-CNG cAMP membrane potential fluorescence; galR3 body fused to GalR1 C-terminus | 0.44% of 360,000 active | O60755;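 active = inhibition above the screen-wide average plus 3 SD, cut at about 13% in these data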;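 also: forskolin and galanin both at EC90 stimulate the cells; cAMP rise reported by CNG channel membrane potential dye signal; 0% = forskolin plus galanin with DMSO and 100% = forskolin alone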
Target sequence (O60755 1-299 limits assumed): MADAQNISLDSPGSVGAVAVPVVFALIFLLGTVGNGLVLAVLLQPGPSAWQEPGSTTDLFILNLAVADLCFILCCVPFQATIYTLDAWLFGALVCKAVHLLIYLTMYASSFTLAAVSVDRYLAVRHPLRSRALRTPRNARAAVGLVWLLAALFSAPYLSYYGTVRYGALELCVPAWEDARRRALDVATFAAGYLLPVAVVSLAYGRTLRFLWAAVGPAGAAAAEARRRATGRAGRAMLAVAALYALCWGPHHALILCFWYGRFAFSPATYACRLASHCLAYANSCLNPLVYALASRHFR
V1aR counter: counter-screen for oxytocin receptor agonists: human V1a receptor agonists. P37288. CHO-V1R cells, Fluo-8 calcium fluorescence, agonist mode; 0% DMSO, 100% 3 nM vasopressin. activation, % at 3 µM. 0.25% of 320,000 active;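 active = activation above the mean activation of all tested compounds plus 3 SD, per screening run, cut at about 20% in these data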;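 also: signal is peak over basal fluorescence ratio across a 100 second FLIPR read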
Target sequence (P37288 whole entry, looked up): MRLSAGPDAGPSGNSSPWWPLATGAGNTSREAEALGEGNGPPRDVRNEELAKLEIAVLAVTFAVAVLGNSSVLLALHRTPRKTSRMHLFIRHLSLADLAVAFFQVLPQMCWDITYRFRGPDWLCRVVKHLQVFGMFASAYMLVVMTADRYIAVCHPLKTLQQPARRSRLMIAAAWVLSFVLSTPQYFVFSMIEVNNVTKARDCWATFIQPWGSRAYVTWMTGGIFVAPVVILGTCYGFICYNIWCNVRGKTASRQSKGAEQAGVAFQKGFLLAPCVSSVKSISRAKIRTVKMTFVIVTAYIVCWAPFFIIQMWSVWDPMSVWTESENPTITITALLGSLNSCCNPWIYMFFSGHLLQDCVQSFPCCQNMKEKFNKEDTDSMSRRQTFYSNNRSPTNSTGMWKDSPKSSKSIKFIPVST
OXTR ag: agonists of human oxytocin receptor; CHO-OTR cells, Fluo-8 calcium fluorescence; normalized: DMSO 0%, oxytocin 100%; activation, % at 3 µM; AID 2435; 0.32% of 320,000 active;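 active = activation above the mean of all tested compounds plus 3 SD, cutoff set per screening run, cut at about 20% in these data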;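 also: peak over basal fluorescence ratio from a 100 s FLIPR kinetic read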
Target sequence (P30559 whole entry, looked up): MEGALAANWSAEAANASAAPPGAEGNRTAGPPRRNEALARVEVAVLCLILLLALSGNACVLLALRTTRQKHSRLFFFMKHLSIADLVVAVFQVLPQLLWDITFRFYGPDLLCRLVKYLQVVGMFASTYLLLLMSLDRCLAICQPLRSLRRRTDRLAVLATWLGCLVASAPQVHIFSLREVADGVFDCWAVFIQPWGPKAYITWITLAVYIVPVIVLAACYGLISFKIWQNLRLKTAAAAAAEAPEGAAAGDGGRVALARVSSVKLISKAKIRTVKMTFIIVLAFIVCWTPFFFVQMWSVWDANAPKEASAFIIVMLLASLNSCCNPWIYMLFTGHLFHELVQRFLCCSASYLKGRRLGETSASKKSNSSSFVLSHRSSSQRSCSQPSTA
Active calls of the source: *. This is a subset, so the mix of outcomes need not match the whole.

`CC(=O)Nc1ccc(S(=O)(=O)NNC(=O)CCC(=O)NCc2ccccc2)cc1` gave GalR3 antagonist -6.8, V1aR counter 0.3 and OXTR ag -0.4.
For Cc1cccc(OCC(=O)NCC(c2cccs2)N2CCOCC2)c1 (centres undefined) the results were GalR3 antagonist -0.3, V1aR counter -1.0 and OXTR ag -1.4.
Cc1c(S(=O)(=O)NC2CCCCCC2)c(=O)n(C)c(=O)n1C was read as GalR3 antagonist 0.3, V1aR counter -0.6 and OXTR ag -0.2.
COc1ccc(S(=O)(=O)Nc2ccccc2C(=O)NC2CC2)cc1NC(C)=O was read as GalR3 antagonist -5.8, V1aR counter 0.4 and OXTR ag -0.2.
For O=C(NCC1CC1)c1onc(CSc2ccccc2)c1C(=O)NCC1CC1 the results were GalR3 antagonist -3.5, V1aR counter 0.3 and OXTR ag -0.8.
Screening COc1ccccc1CNC(=O)C1CC2Cn3c(nc4cc(Cl)c(Cl)cc43)C2N1C (centres undefined) returned GalR3 antagonist 9.8, V1aR counter 3.9 and OXTR ag 2.6.
For CC1CC(C)CN(C(=O)COC(=O)/C=C/c2ccco2)C1 (centres undefined) the results were GalR3 antagonist 3.1, V1aR counter 0.5 and OXTR ag 0.1.
CS(=O)(=O)c1ccc(NC(=O)c2cccc(-n3cnnn3)c2)cc1 was read as GalR3 antagonist -4.1, V1aR counter 0.8 and OXTR ag 0.8.
`Cc1ccc(CN2C(=O)C(CC(C)C)Nc3ncnc(N4CCN(c5ccccn5)CC4)c32)cc1` (centres undefined) gave GalR3 antagonist -0.8, V1aR counter -0.3 and OXTR ag -1.5.
`Cc1ccc(C2(C)NC(=O)N(CC(=O)Nc3cc(S(=O)(=O)N4CCCCC4)ccc3OC(C)C)C2=O)cc1` (centres undefined) gave GalR3 antagonist -2.7, V1aR counter 1.4 and OXTR ag -0.3.
`O=C(CN1C(=O)c2ccccc2C1=O)NC1CCC(O)CC1` (centres undefined) gave GalR3 antagonist -2.5, V1aR counter 0.6 and OXTR ag 1.5.
Screening CC(=O)Nc1ccc(NC(=O)C(C)OC(=O)CNC(=O)c2cccs2)cc1 (centres undefined) returned GalR3 antagonist -3.9, V1aR counter 1.4 and OXTR ag 1.4.
Cc1ccc(S(=O)(=O)Nc2ccc3c(c2)C(=O)N([C@H](C)CO)C[C@H](C)[C@@H](CN(C)C(=O)Nc2ccc(C(F)(F)F)cc2)O3)cc1 was read as GalR3 antagonist -7.3, V1aR counter 0.4 and OXTR ag 1.5.
CCCCN(C(=O)CCCc1nc2ccccc2c(=O)[nH]1)c1c(N)n(CC(C)C)c(=O)[nH]c1=O was read as GalR3 antagonist -3.1, V1aR counter 0.8 and OXTR ag -0.2.
Screening Cc1ccc(S(=O)(=O)Nc2cccc(C(=O)NCc3ccccn3)c2)cc1F returned GalR3 antagonist -2.9, V1aR counter 1.1 and OXTR ag 0.9.
For O=C(Nc1cccc(-c2ccc(N3CCOCC3)nn2)c1)c1ccc(Cl)cc1 the results were GalR3 antagonist -3.1, V1aR counter -1.0 and OXTR ag -2.7.
Screening C=CCN(CC=C)C(=O)COn1nnc2ccc(S(=O)(=O)N3CCOCC3)cc21 returned GalR3 antagonist -2.9, V1aR counter 0.2 and OXTR ag 1.2.
`CC(OC(=O)CCc1cc(C(C)(C)C)c(O)c(C(C)(C)C)c1)C(=O)NC1CC1` (centres undefined) gave GalR3 antagonist -4.8, V1aR counter -1.4 and OXTR ag -1.5.
Screening O=C1C=C(c2ccc(-c3ccccc3)cc2)C[C@@H](c2ccc(Cl)cc2)C1 returned GalR3 antagonist 0.9, V1aR counter 0.6 and OXTR ag 1.6.
`O=C(COC(=O)CCC(=O)c1ccc(F)cc1)Nc1ccc2[nH]c(=O)[nH]c2c1` gave GalR3 antagonist -2.3, V1aR counter 0.5 and OXTR ag 0.1.
Screening COc1cc(C(=O)NNC(=O)c2cccn2C)cc(OC)c1OC returned GalR3 antagonist -3.0, V1aR counter 1.5 and OXTR ag 0.4.
For CCC(C)[C@H]1CNCCN1CCc1cccc(F)c1 (some centres undefined) the results were GalR3 antagonist -0.3, V1aR counter 1.3 and OXTR ag 1.3.
`C[C@@H]1CN([C@@H](C)CO)C(=O)Cc2cc(NC(=O)Nc3cccc4ccccc34)ccc2O[C@@H]1CN(C)Cc1ccc(C(F)(F)F)cc1` gave GalR3 antagonist -3.4, V1aR counter 0.9 and OXTR ag 2.0.
For COC(=O)C1CCN(CC(=O)NC(=O)Nc2ccccc2F)CC1 the results were GalR3 antagonist -3.5, V1aR counter 2.3 and OXTR ag 2.8.

In the list so far, 3 have a Cl atom:
Screening COc1ccccc1CNC(=O)C1CC2Cn3c(nc4cc(Cl)c(Cl)cc43)C2N1C (centres undefined) returned GalR3 antagonist 9.8, V1aR counter 3.9 and OXTR ag 2.6.
For O=C(Nc1cccc(-c2ccc(N3CCOCC3)nn2)c1)c1ccc(Cl)cc1 the results were GalR3 antagonist -3.1, V1aR counter -1.0 and OXTR ag -2.7.
Screening O=C1C=C(c2ccc(-c3ccccc3)cc2)C[C@@H](c2ccc(Cl)cc2)C1 returned GalR3 antagonist 0.9, V1aR counter 0.6 and OXTR ag 1.6.

Following part.
CC1(C)C2CC[C@]3(C)C(CC=C4[C@@H]5C[C@@](C)(CO)CC[C@]5(C(=O)O)CC[C@]43C)[C@@]2(C)CC[C@@H]1O (some centres undefined) was read as GalR3 antagonist -7.5, V1aR counter 0.2 and OXTR ag 0.4.
`CC(C)[C@H](NC(=O)OCc1ccccc1)C(=O)OCC(=O)Nc1ccc(N2CCOCC2)cc1` gave GalR3 antagonist -4.5, V1aR counter 1.6 and OXTR ag -0.2.
For CC(=O)NC(c1ccco1)c1cc(F)c2cccnc2c1O (centres undefined) the results were GalR3 antagonist -3.7, V1aR counter -0.2 and OXTR ag -0.2.
COc1ccc(S(=O)(=O)Nc2ccc3c(c2)CC(=O)N([C@@H](C)CO)C[C@H](C)[C@@H](CN(C)S(=O)(=O)c2ccc(F)cc2)O3)cc1 was read as GalR3 antagonist 0.6, V1aR counter -0.1 and OXTR ag 0.5.
`N#Cc1ccccc1S(=O)(=O)N1CCN(C(=O)CN2CCCC2c2cccs2)CC1` (centres undefined) gave GalR3 antagonist -2.1, V1aR counter 0.4 and OXTR ag 0.6.
CCN(CC(=O)NC1CCS(=O)(=O)C1)c1ccc(S(=O)(=O)N(CC)CC)cc1[N+](=O)[O-] (centres undefined) was read as GalR3 antagonist -5.8, V1aR counter -0.5 and OXTR ag 1.5.
For CCc1ccccc1NC(=O)CN1CCN(C(=O)c2cccc(-n3cnnn3)c2)CC1 the results were GalR3 antagonist -3.8, V1aR counter 0.5 and OXTR ag 1.0.
Screening O=C(NCc1ccc(F)cc1)c1cc(S(=O)(=O)N2CCCCC2)ccc1Cl returned GalR3 antagonist -1.1, V1aR counter 2.5 and OXTR ag 1.5.
`CCCCN1C(=O)C(=O)N(CC(=O)Nc2sc(CC)cc2C(=O)OCC)C1=O` gave GalR3 antagonist 0.2, V1aR counter -1.3 and OXTR ag -0.8.
`CN(Cc1cccs1)C(=O)c1cc(S(=O)(=O)N2CCOCC2)ccc1F` gave GalR3 antagonist -8.8, V1aR counter 0.5 and OXTR ag -1.4.
COc1cccc(-c2sc3ccc(OC)cc3c2-c2ccc(OCCN3CCOCC3)cc2)c1 was read as GalR3 antagonist -2.0, V1aR counter 1.4 and OXTR ag 3.1.
Screening Cc1ccc(S(=O)(=O)N2CCOCC2)cc1NC(=O)CSc1ncccn1 returned GalR3 antagonist -3.3, V1aR counter 0.6 and OXTR ag 0.8.
For CCCOc1ccc(C(=O)c2ccccc2C(=O)OC2CCOC2=O)cc1OCCC (centres undefined) the results were GalR3 antagonist -6.2, V1aR counter 0.1 and OXTR ag -1.1.
`CN(CC(=O)Nc1cccc(F)c1)C(=O)c1ccccc1Sc1ccccc1C#N` gave GalR3 antagonist -0.8, V1aR counter 7.1 and OXTR ag 4.2.
For CCOc1ccc(N2CC(C(=O)NNC(=O)c3ccc(F)cc3)CC2=O)cc1 (centres undefined) the results were GalR3 antagonist -7.5, V1aR counter 0.4 and OXTR ag 0.6.
CN(Cc1ccccc1)C(=O)COC(=O)CCC(=O)c1ccc(F)cc1 was read as GalR3 antagonist 1.8, V1aR counter 2.9 and OXTR ag 2.6.
`O=C(Nc1ccccc1)OCC1CCCO1` (centres undefined) gave GalR3 antagonist -5.4, V1aR counter 0.6 and OXTR ag -0.7.
`CCN(CC(=O)NCc1ccc(F)cc1)CC(=O)Nc1ccc(Br)cc1F` gave GalR3 antagonist 0.3, V1aR counter 0.5 and OXTR ag 0.2.
`CCCSc1ccc([C@H]2N[C@@](CC(C)C)(C(=O)OC)[C@H]3C(=O)N(C)C(=O)[C@@H]23)cc1` gave GalR3 antagonist -6.0, V1aR counter 1.1 and OXTR ag -1.5.
Cc1cc(C(=O)NCC(=O)OC(C)C(=O)N2CCOCC2)ccc1[N+](=O)[O-] (centres undefined) was read as GalR3 antagonist -3.6, V1aR counter 1.7 and OXTR ag 1.3.
CC(=O)Oc1ccc(N(C(C)=O)S(=O)(=O)c2ccc(C)cc2)c2ccccc12 was read as GalR3 antagonist -0.7, V1aR counter -0.6 and OXTR ag -2.8.
For CCOC(=O)C1CCN(C(=O)c2cccc(S(=O)(=O)N(CC)c3ccccc3)c2)CC1 the results were GalR3 antagonist -6.1, V1aR counter 0.3 and OXTR ag 0.0.
`CC(C)[C@H](NS(=O)(=O)c1ccccc1F)C(=O)NC1CCCCC1` gave GalR3 antagonist -6.2, V1aR counter -0.5 and OXTR ag 0.0.
`CCCCNc1c(-c2ccc(OC)c(Sc3ccc(OC)cc3)c2)nc2ccc(Cl)cn12` gave GalR3 antagonist -5.0, V1aR counter 0.3 and OXTR ag 0.4.
`O=C(CN1C(=O)C(=O)N(C2CCCC2)C1=O)Nc1ccc(OC(F)F)cc1` gave GalR3 antagonist -7.4, V1aR counter 1.4 and OXTR ag -0.1.
COc1ccc(C2=NCCn3nc4cc([N+](=O)[O-])ccc4c32)cc1 was read as GalR3 antagonist 1.6, V1aR counter 0.0 and OXTR ag 0.0.
For CC(=O)Nc1ccc(NC(=O)CSc2nnnn2C2CCCCC2)cc1 the results were GalR3 antagonist 1.5, V1aR counter 0.8 and OXTR ag -0.2.
O=C(NC1CC(=O)N(c2ccc(F)cc2)C1)N1CCN(C(=O)c2ccco2)CC1 (centres undefined) was read as GalR3 antagonist 0.3, V1aR counter 0.1 and OXTR ag 0.2.
O=C(CCc1ccccc1)Nc1cccc(S(=O)(=O)N2CCOCC2)c1 was read as GalR3 antagonist -4.1, V1aR counter 0.9 and OXTR ag 2.3.
For Cc1nnc(SCC(=O)Nc2nnc(-c3ccccc3)o2)s1 the results were GalR3 antagonist 0.0, V1aR counter 0.2 and OXTR ag -0.8.
O=C(NCc1ccc(Cl)c(Cl)c1)C1CCCC1 was read as GalR3 antagonist -2.1, V1aR counter -1.8 and OXTR ag -2.8.
`CC1CC(C)CN(CC(=O)Nc2cc(S(=O)(=O)N3CCOCC3)ccc2N2CCCC2)C1` (centres undefined) gave GalR3 antagonist -8.6, V1aR counter -0.7 and OXTR ag -1.1.
CC(C)(C)[C@H]1COC(=O)[C@@H](NC(=O)OCC2c3ccccc3-c3ccccc32)C/C=C\C[C@@H](CC(=O)N[C@@H](CO)Cc2ccccc2)C(=O)N1 was read as GalR3 antagonist 0.5, V1aR counter 1.2 and OXTR ag 1.0.
`CC1CC(C)CN(C(=O)COC(=O)COc2ccc(C#N)cc2)C1` (centres undefined) gave GalR3 antagonist -4.9, V1aR counter 3.5 and OXTR ag 1.8.
COCCN(CC(=O)Nc1cccc(C)c1C)C(=O)c1cc2ccccc2cc1OC was read as GalR3 antagonist -4.1, V1aR counter -0.1 and OXTR ag -0.8.
CCOc1ccc(S(=O)(=O)NCCC(=O)N2CC=C(c3ccccc3)CC2)cc1 was read as GalR3 antagonist -3.7, V1aR counter 6.6 and OXTR ag 9.6.

Reprinted at random: two compounds from above
For Cc1nnc(SCC(=O)Nc2nnc(-c3ccccc3)o2)s1 the results were GalR3 antagonist 0.0, V1aR counter 0.2 and OXTR ag -0.8.
`O=C(CN1C(=O)C(=O)N(C2CCCC2)C1=O)Nc1ccc(OC(F)F)cc1` gave GalR3 antagonist -7.4, V1aR counter 1.4 and OXTR ag -0.1.

Continuation.
For C[C@H]1CN([C@@H](C)CO)C(=O)c2cccc(NS(=O)(=O)c3ccc(F)cc3)c2O[C@H]1CN(C)Cc1ccc(Cl)c(Cl)c1 the results were GalR3 antagonist -8.4, V1aR counter 4.5 and OXTR ag 3.4.
For CN1CCN(C(CNC(=O)C(=O)NC2CCCCC2)c2ccc(F)cc2)CC1 (centres undefined) the results were GalR3 antagonist 2.1, V1aR counter 0.3 and OXTR ag 1.0.
COc1ccc(CC(=O)OCC(=O)NCc2ccco2)cc1OC was read as GalR3 antagonist -4.8, V1aR counter -0.7 and OXTR ag -0.3.
COc1cc(C(=O)N2CCN(c3cccc(C)c3C)CC2)ccc1OCC(=O)N1CCOCC1 was read as GalR3 antagonist -6.0, V1aR counter 2.1 and OXTR ag 1.8.
`CC1CCCCC1NC(=O)COc1ccccc1C#N` (centres undefined) gave GalR3 antagonist -8.0, V1aR counter 6.4 and OXTR ag -0.3.
`COc1ccccc1-n1nnnc1SCC(=O)NCC1(N2CCOCC2)CCCCC1` gave GalR3 antagonist 3.7, V1aR counter 0.4 and OXTR ag 0.1.
For CCCCn1c(N)c(N(CCOC)C(=O)c2oc3ccc(OCC)cc3c2C)c(=O)[nH]c1=O the results were GalR3 antagonist 0.5, V1aR counter -0.2 and OXTR ag -0.5.
`COc1ccc(NC(=O)C2CCCN(C(=O)c3ccc(Cl)cc3)C2)cc1S(=O)(=O)N(C)C` (centres undefined) gave GalR3 antagonist -1.8, V1aR counter 0.8 and OXTR ag 0.8.
